Compound activity as filed in PubChem BioAssay.
MBD2 DNA inh: blocks human MBD2 binding to methylated DNA; Q9UBB5; TR-FRET, MBD2 binding to methylated oligonucleotide; inhibition, % at 4.4 µM; hit rate 0.31% among 370,000; AID 686964; in the data active = inhibition above about 13%
Target sequence (Q9UBB5 whole entry, looked up): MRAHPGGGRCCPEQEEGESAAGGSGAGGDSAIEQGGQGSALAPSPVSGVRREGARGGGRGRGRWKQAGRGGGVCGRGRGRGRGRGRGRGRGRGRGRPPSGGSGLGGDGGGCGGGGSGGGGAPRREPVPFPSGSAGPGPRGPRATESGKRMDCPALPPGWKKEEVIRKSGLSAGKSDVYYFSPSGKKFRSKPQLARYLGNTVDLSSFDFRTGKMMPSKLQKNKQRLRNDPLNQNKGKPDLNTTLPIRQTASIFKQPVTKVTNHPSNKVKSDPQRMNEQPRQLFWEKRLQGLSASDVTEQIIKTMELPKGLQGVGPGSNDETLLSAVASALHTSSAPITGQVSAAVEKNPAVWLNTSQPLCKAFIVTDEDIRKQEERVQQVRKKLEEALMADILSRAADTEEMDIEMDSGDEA
TDP2 absorb: blocks human TDP2 phosphodiesterase activity; AID 720702; recombinant TDP2, T5PNP hydrolysis, p-nitrophenol absorbance 415 nm; hit rate 0.34% among 370,000; inhibition, % at 12.8 µM;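 active = inhibition above the mean of all tested compounds plus 3 SD, set per campaign, cut at about 25% in these data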;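 note: 0% = DMSO with enzyme and 100% = buffer with substrate but no TDP2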
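System – recombinant human TDP2 · Amount – 120 nM TDP2 per well · Buffer or medium – Mg2+-containing Tris-HCl buffer, pH 7.5 · Reagent – T5PNP substrate, 5 mM · Dosing – 12.8 µM single point, 1% DMSO · Incubation – 2 h at 37 °C · Measured by – epi absorbance · Read-out basis – percent inhibition · Benchmarks – high control without enzyme, low control DMSO plus TDP2 · Repeats – singlicate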
rCAG binder: binds r(CAG) RNA repeats. r(CAG) RNA repeat, TO-PRO-1 dye displacement fluorescence. inhibition, % at 3 µM. hit rate 1.3% among 370,000. AID 651821;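 active = inhibition above the plate cutoff, the mean of all test compounds on that plate plus 3 SD, cut at about 35% in these data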;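 note: 0% = DMSO alone and 100% = 100 µM mitoxantrone as full dye displacement; higher means more dye released from RNA so lower well fluorescence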
LEDGF integ inh: blocks HIV-1 LEDGF/p75-dependent DNA integration; inhibition, % at 3.7 µM; AID 743269; TR-FRET IN-LEDGF/p75 DNA integration, Eu/Cy5; hit rate 0.64% among 370,000;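 active = inhibition above the screen-wide mean plus 3 SD, cut at about 13% in these data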;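 note: signal is the Cy5 over europium emission ratio at 671 and 618 nm; 0% = plate median of compound wells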
HTRA1 inhibitor: HTRA1 (human) protease inhibition; recombinant HTRA1, FP-rhodamine activity-based probe, fluorescence polarization; inhibition, % at 5.96 µM; hit rate 0.5% among 340,000; AID 504803; in the data active = inhibition above about 36%;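 note: 0% = enzyme with DMSO and 100% = wells lacking enzyme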
PRMT1 inh: blocks human protein arginine methyltransferase 1; Q99873; recombinant PRMT1, activity-based probe fluorescence polarization; inhibition, % at 2.79 µM; hit rate 1.3% among 370,000;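 active = inhibition above about 21% made by adding two undisclosed values, limit read from the data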
SIAE inh: human SIAE inhibition, primary screen. Q9HAT2. SIAE FP-Rh probe binding, fluorescence polarization. inhibition, % at 9.66 µM. hit rate 0.69% among 370,000. AID 1053197;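 active = inhibition above a cutoff: mean of compounds within the control limits plus 3 SD of those, cut at about 17% in these data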;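 note: 0% = plate median of compound wells and 100% = probe without SIAE protein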
mABHD4 FP: inhibits mouse alpha/beta hydrolase domain 4; Q8VD66; purified mABHD4, FP-Rh probe fluorescence polarization; inhibition, % at 8.92 µM; hit rate 0.54% among 370,000; AID 720543;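 active = inhibition exceeding the mean over every tested compound plus 3 SD, cut at about 30% in these data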;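 note: 0% = plate median of compound wells and 100% = S159A mutant with DMSO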
Target sequence (Q8VD66 whole entry, looked up, the tested form may be a part): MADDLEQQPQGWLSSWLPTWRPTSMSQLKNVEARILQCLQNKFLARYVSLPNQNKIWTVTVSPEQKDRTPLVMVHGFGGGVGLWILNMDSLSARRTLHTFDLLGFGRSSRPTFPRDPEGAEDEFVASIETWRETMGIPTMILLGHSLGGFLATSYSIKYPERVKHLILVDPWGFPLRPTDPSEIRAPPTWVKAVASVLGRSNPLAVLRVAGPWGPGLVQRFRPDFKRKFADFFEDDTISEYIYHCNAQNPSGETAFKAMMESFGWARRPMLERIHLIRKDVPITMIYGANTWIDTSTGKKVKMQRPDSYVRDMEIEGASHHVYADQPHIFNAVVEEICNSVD
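Material: mouse ABHD4 enzyme, wild type; Benchmarks: S159A mutant high control, sample median low control; Buffer or medium: HEPES pH 7.0, NaCl, Pluronic buffer; Signal: fluorescence polarization; Read-out: percent inhibition of probe binding, normalized to plate controls; Timing: pre-incubation 45 min, probe exposure 60 min, at 25 °C; Dosing: 8.92 µM, single dose.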
GC-B act: GC-B (human) receptor activation; P20594; HEK293-GC-B cells, CNP EC30, cGMP TR-FRET; 0% at EC30 CNP, 100% saturating CNP; activation, % at 10 µM; hit rate 0.11% among 370,000; AID 1920062;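 active = activation at 10 µM reaching about 35% in either raw or pattern-adjusted values, limit read from the data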
TCR-CD3 inh: inhibitors of human TCR-CD3 interaction. hit rate 0.37% among 360,000. AID 651800. TAMRA-labeled TCR probe fluorescence, biochemical. inhibition, % at 9.4 µM; in the data active = inhibition above about 19%;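 note: recombinant mutant TCR 2C K166C tagged with TAMRA read by polarization; 0% = receptor in buffer alone and 100% = receptor with positive control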
* marks the source's active call; other numbers are inactive results; · = not tested or not shown.

SMILES	MBD2 DNA inh	TDP2 absorb	rCAG binder	LEDGF integ inh	HTRA1 inhibitor	PRMT1 inh	SIAE inh	mABHD4 FP	GC-B act	TCR-CD3 inh
CCC(C(=O)NC1CCCC1)N(C(=O)Cn1nnc(-c2ccc(OC)c(OC)c2)n1)c1cccc(O)c1 (stereo unspecified)	-3	0	-1	4	-11	-3	6	-2	-7	0
COc1ccc2c(c1)c(=O)oc1cc(O)ccc12	0	2	3	1	-1	0	-4	-2	2	3
CCOC(=O)N1CCN(C(=O)CCCCCn2c(=S)[nH]c3cc4c(cc3c2=O)OCO4)CC1	1	-13	-1	4	2	-9	1	-4	-1	4
O=C(COC(=O)C1(c2ccc(F)cc2)CCCC1)N1CCOCC1	-5	-2	-2	-4	-2	-3	10	-2	6	-4
O=c1ccc2cc(S(=O)(=O)N3CCN(c4cc(Cl)ccc4Cl)CC3)ccc2o1	-6	-10	-1	0	-12	-4	0	-4	4	6
CC(=O)N=c1c(C#N)cc2c(=O)n3cccc(C)c3nc2n1CCCOC(C)C	-4	-19	3	2	·	0	0	7	-1	4
O=C(NN=Cc1ccc(N2CCOCC2)s1)c1ccc([N+](=O)[O-])cc1	-21	-11	5	-6	25	2	24*	13	-10	2
C=CCN(CC=C)S(=O)(=O)c1ccc(NC(=S)NC(=O)c2ccco2)cc1	0	7	11	2	-6	-1	-5	-2	1	4
CC(Sc1nnc(NC2CCCCC2)s1)C(=O)N1CCOCC1 (stereo unspecified)	0	-5	0	4	4	0	-5	0	-1	9
c1ccc2[nH]c(CSc3nccs3)nc2c1	2	-1	1	-4	-2	-2	3	5	-2	6
O=C1OCCC1Sc1nnc(-c2ccc(F)cc2)n1Cc1ccccc1 (stereo unspecified)	3	3	1	-1	-4	-1	-4	3	8	-1
O=C(NCCc1ccccn1)c1ccc(OC(F)F)cc1	3	9	-5	-1	1	-1	-1	3	0	-3

Part of the list above, set out differently.
Sequence of screens – MBD2 DNA inh, TDP2 absorb, rCAG binder, LEDGF integ inh, HTRA1 inhibitor, PRMT1 inh, SIAE inh, mABHD4 FP, GC-B act, TCR-CD3 inh
c1ccc2[nH]c(CSc3nccs3)nc2c1
    2, -1, 1, -4, -2, -2, 3, 5, -2, 6
CC(=O)N=c1c(C#N)cc2c(=O)n3cccc(C)c3nc2n1CCCOC(C)C
    -4, -19, 3, 2, ·, 0, 0, 7, -1, 4
COc1ccc2c(c1)c(=O)oc1cc(O)ccc12
    0, 2, 3, 1, -1, 0, -4, -2, 2, 3
O=C(COC(=O)C1(c2ccc(F)cc2)CCCC1)N1CCOCC1
    -5, -2, -2, -4, -2, -3, 10, -2, 6, -4
C=CCN(CC=C)S(=O)(=O)c1ccc(NC(=S)NC(=O)c2ccco2)cc1
    0, 7, 11, 2, -6, -1, -5, -2, 1, 4

Next part
SMILES	MBD2 DNA inh	TDP2 absorb	rCAG binder	LEDGF integ inh	HTRA1 inhibitor	PRMT1 inh	SIAE inh	mABHD4 FP	GC-B act	TCR-CD3 inh
Cc1ccc(Cn2c(=O)c3ccccc3n3c(CCC(=O)O)nnc23)cc1	3	-1	2	-1	2	3	4	-1	1	-4
O=C(COC(=O)c1ccc(OC(F)F)cc1)NCc1cccs1	2	-12	0	5	-9	1	-7	-6	-1	3
Cc1ccc(OCC(=O)N2CCN(c3nnc(-c4ccccc4)c4ccccc34)CC2)cc1	-2	-4	1	-3	-31	0	-8	-4	-12	7
COc1ccc2cc(/C=N/NC(=O)c3ccc(CN(c4ccc(C)c(C)c4)S(C)(=O)=O)cc3)c(Cl)nc2c1	8	-7	9	2	-47	-2	-58	-26	6	3
COC(=O)c1cc(S(=O)(=O)NCCCN2CCCC2=O)cn1C	-2	-7	-2	-2	-2	3	7	5	6	-2
O=C(CCC(=O)N1CCN(c2ccccn2)CC1)Nc1nnc(C2CCCCC2)s1	1	2	-4	-3	-6	3	-2	-1	4	-2
COc1ccc(S(=O)(=O)N2CCC(C(=O)N[C@H](C(=O)NCc3ccccc3)C(C)C)CC2)cc1	6	-7	3	-2	1	2	-3	-1	-3	-11
Cc1cccc(-n2cc(-c3ccccc3)c3c(=O)[nH]cnc32)c1	-2	1	3	2	-26	1	-6	-17	-5	-6
CSc1cccc(N2CC(C(=O)N(Cc3nnc(-c4ccccc4Cl)o3)C3CC3)CC2=O)c1 (stereo unspecified)	2	-2	-6	0	-6	-1	-6	-5	-2	7
O=C1/C(=C\c2cccs2)N=C(c2cccs2)N1Nc1ccccc1	-2	-3	9	0	-38	0	-15	-7	-1	-2
CCOC(=O)C1=C(C)N=c2s/c(=C/c3ccc(OCC(=O)O)c(OC)c3)c(=O)n2C1c1ccc(Cl)cc1 (stereo unspecified)	7	11	44*	2	-41	34*	-28	-31	-5	-2
COCCNC(=O)CN(C(=O)Cn1nnc2ccccc21)c1ccc(F)c(Cl)c1	10	-7	-5	0	3	-2	10	-5	5	-9

In a second layout: results already given
Each structure is followed by: MBD2 DNA inh, TDP2 absorb, rCAG binder, LEDGF integ inh, HTRA1 inhibitor, PRMT1 inh, SIAE inh, mABHD4 FP, GC-B act, TCR-CD3 inh
- COc1ccc2cc(/C=N/NC(=O)c3ccc(CN(c4ccc(C)c(C)c4)S(C)(=O)=O)cc3)c(Cl)nc2c1
 : 8, -7, 9, 2, -47, -2, -58, -26, 6, 3
- Cc1ccc(OCC(=O)N2CCN(c3nnc(-c4ccccc4)c4ccccc34)CC2)cc1
 : -2, -4, 1, -3, -31, 0, -8, -4, -12, 7

The list continues.
SMILES	MBD2 DNA inh	TDP2 absorb	rCAG binder	LEDGF integ inh	HTRA1 inhibitor	PRMT1 inh	SIAE inh	mABHD4 FP	GC-B act	TCR-CD3 inh
Cc1ccc(S(=O)(=O)Oc2ccccc2/C=N/NC(N)=S)cc1	1	-7	0	-2	-4	-4	1	3	-8	0
O=C(CSc1nc2ccccc2n1Cc1ccc(Cl)cc1)N/N=C/c1ccc(C(=O)O)cc1	1	-2	3	1	1	4	-6	-2	3	8
CC(C)CN(C(=O)COC(=O)/C=C/c1ccc(Cl)c(Cl)c1)c1c(N)n(Cc2ccccc2)c(=O)[nH]c1=O	-1	23	3	-4	-5	-5	-3	3	-2	0
CN1CC(=O)N(CC(=O)NCCc2ccc(F)cc2)c2ccccc2C1=O	-3	8	0	-1	-2	0	-1	8	7	2
O=C(COC(=O)c1ccc[nH]c1=O)NCCC1=CCCCC1	0	2	3	1	4	3	-4	-7	3	-2
Cn1c(=O)c(C(=O)NCCc2ccccc2)c(O)c2ccccc21	3	0	2	-5	-20	2	-6	2	4	-7
COc1ccc(NC(=O)c2ccc3[nH]c(=O)c(=O)[nH]c3c2)c(OC)c1	-2	1	5	0	12	-2	4	0	-1	-3
COc1ccc(-n2c(SCC(=O)Nc3cc(C)on3)nc3c(c2=O)SCC3)cc1OC	3	-2	-5	-2	-2	-2	5	-1	-3	-5
O=C(CC1CCCC1)N1CCN(S(=O)(=O)c2ccc(F)cc2)CC1	5	6	-3	2	3	-2	-6	0	0	-1
COc1ccccc1C(=O)NCCC(=O)N(C)Cc1cccnc1	-5	11	1	2	3	-5	-7	3	1	3
COc1ccc(C(NC(=O)C2CCN(C/C=C/c3ccc(OC(C)=O)c(OC)c3)CC2)c2ccccn2)cc1 (stereo unspecified)	-3	5	2	6	·	-1	3	-6	-2	-2
CCOc1ccc(S(=O)(=O)N(C)c2ccc(OCC(=O)NCc3ccco3)cc2)cc1	-3	14	-5	-2	-9	1	-1	6	0	7
CN1CCN(c2ccc(Cl)cc2NC(=O)c2ccc(S(=O)(=O)N(C)C)cc2)CC1	2	-17	0	-3	7	3	-3	-21	-8	-10
COc1ccc(-c2cc(C(=O)Nc3cc(Cl)ccc3OC)no2)cc1	-3	16	1	-1	-2	-1	3	-7	-6	4
CCOc1ccc(N(CC(=O)N2CCOCC2)S(=O)(=O)c2ccc(Cl)cc2)cc1	1	19	-2	1	0	1	4	3	1	5
CCCCNC(=O)CSc1ccc(S(=O)(=O)N2CCOCC2)cn1	4	10	6	0	5	0	4	2	5	2
O=C(CCCN1C(=O)/C(=C/c2ccccc2Cl)SC1=S)NCCCN1CCOCC1	5	-12	-3	-7	-15	24*	-4	-52	-11	-40
CCc1cc2c(NC3CCCC3)ncnc2s1	2	4	-5	-2	-4	1	5	-1	7	-4
O=C(CC[C@H]1O[C@@H](n2cnc3c(NC(=O)c4ccccc4)ncnc32)[C@H](O)[C@@H]1O)NCC(F)(F)F	-6	9	1	-1	·	5	-1	1	-6	-8
N#CC1=C(S)N(c2ccccc2)C(c2ccco2)NC1=O (stereo unspecified)	-6	9	3	-3	7	1	5	-2	5	-5
O=C1CSC(c2cccnc2)N1C1CCCCC1 (stereo unspecified)	-4	-21	3	3	17	5	-5	-10	-2	-8
O=[N+]([O-])c1ccc(N2CCN(Cc3cccc([N+](=O)[O-])c3)CC2)cc1	-5	0	-1	-2	7	1	3	4	-5	-5
COc1ccc(C2Nc3ccccc3C(=O)N2Cc2ccccc2)cc1Cn1nnc2ccccc21 (stereo unspecified)	5	-18	6	0	-34	0	-16	-17	-11	7
NC(=O)C1=C[C@H](c2ccccc2)C[C@H](OCc2ccc(CO)cc2)O1	3	8	0	1	-1	0	-4	4	0	-10

Sorted by formula weight (ascending): 3 of the compounds above
SMILES	MBD2 DNA inh	TDP2 absorb	rCAG binder	LEDGF integ inh	HTRA1 inhibitor	PRMT1 inh	SIAE inh	mABHD4 FP	GC-B act	TCR-CD3 inh
O=C1CSC(c2cccnc2)N1C1CCCCC1 (stereo unspecified)	-4	-21	3	3	17	5	-5	-10	-2	-8
O=[N+]([O-])c1ccc(N2CCN(Cc3cccc([N+](=O)[O-])c3)CC2)cc1	-5	0	-1	-2	7	1	3	4	-5	-5
O=C(CC[C@H]1O[C@@H](n2cnc3c(NC(=O)c4ccccc4)ncnc32)[C@H](O)[C@@H]1O)NCC(F)(F)F	-6	9	1	-1	·	5	-1	1	-6	-8

Other entries follow:
SMILES	MBD2 DNA inh	TDP2 absorb	rCAG binder	LEDGF integ inh	HTRA1 inhibitor	PRMT1 inh	SIAE inh	mABHD4 FP	GC-B act	TCR-CD3 inh
CC1(C)S[C@@H]2[C@H](NC(=O)COc3ccccc3)C(=O)N2C1C(=O)OCC1CCCCC1 (stereo partly specified)	-5	-15	2	-3	-26	-1	-9	-10	0	8
CCc1noc(C)c1C(=O)NCCN1C(=O)S/C(=C\c2ccccc2F)C1=O	-8	-9	2	6	2	-2	-1	-1	-9	2
CC1Sc2ccc(S(=O)(=O)N3CCC(C(=O)NCc4ccc(Cl)cc4)CC3)cc2NC1=O (stereo unspecified)	0	-4	2	3	-14	2	-5	7	-11	4
N/C(Cc1cccc2ccccc12)=N\OC(=O)c1ccc2c(c1)OCO2	-6	-4	4	1	43*	9	3	9	-6	-17
Cc1ccc(-c2nn(-c3ccccc3)cc2C=C2SC(=S)N(CCS(=O)(=O)O)C2=O)cc1	-1	-2	87*	0	·	10	-46	-9	-2	4

A portion of the library, so the mix of outcomes need not match the whole.
